Screens from PubChem.
AddAB inh: less growth of phage-infected E. coli with AddAB | inhibition, % at 11.9 µM | actives 0.29% (n = 330,000) | E. coli expressing H. pylori AddAB, absorbance growth | AID 435030; in the data active = inhibition above about 12%;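 note: 0% = vehicle wells of infected cells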
phage Ecoli inh: E. coli growth loss with phage present; growth absorbance; actives 0.26% (n = 360,000); inhibition, % at 11.9 µM; AID 651602; in the data active = inhibition above about 11%
PKA-R1A activ: activates the PKA-R1A holoenzyme complex; P00514+P68181; activation, % at 11.4 µM; actives 0.083% (n = 340,000); PKA-R1A dissociation, Cy5-IP20 fluorescence polarization; scaled: DMSO 0%, 113 µM cGMP 100%;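 active = percent activation above the mean of all tested compounds plus 3 SD, cut at about 19% in these data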;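 note: higher means more PKAc released from R1A so a rise in polarization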
SUMO Mot1 rescue: SUMOylation pathway inhibition by Mot1-301 growth rescue | S. cerevisiae Mot1-301 growth rescue, ATP luminescence, 38.5C; percent above DMSO median, 100 means doubled | growth rescue, % at 18.8 µM | actives 1% (n = 320,000);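 active = every valid replicate shows activation above 250% relative to neutral control wells; inactive = the rest, any valid replicate at or below 250%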;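 note: OY570 slx delta 5 strain wells were the positive control but not used for scaling; some compounds called inactive have numbers as strong as hits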
CDK5 p35 inh: inhibitors of human CDK5/p35 kinase | Q00535+Q15078 | Recombinant CDK5/p35, ADP-Glo luminescence, 60 min | inhibition, % at 10 µM | actives 0.01% (n = 330,000) | AID 488839;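 active = highest replicate inhibition of at least 50% and at least 75% of replicates reaching 50%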;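 note: plate controls were DMSO neutral control for no effect and GW8510 at 10 µM for full effect; many of its hits are not listed in these tables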
E coli growth: reduces bacterial viability in AddAB counter-screen; actives 0.27% (n = 330,000); E. coli V3065 growth, OD600 absorbance, 18 h; inhibition, % at 11.9 µM;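 active = inhibition above the campaign's mean inhibition across all tested compounds plus 3 SD, cut at about 9.9% in these data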;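 note: uninfected addAB+ strain grown without phage in ampicillin broth; 0% = DMSO wells and 100% = ciprofloxacin 0.95 µg/ml wells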
DAGLB inh: diacylglycerol lipase beta (human) inhibition | HEK293T DAGLB membrane lysate, EnzChek fluorogenic substrate | inhibition, % at 5.17 µM | actives 0.059% (n = 340,000) | AID 504411; in the data active = inhibition above about 34%;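 note: 0% = enzyme with vehicle and 100% = wells lacking enzyme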
Target sequence (Q8NCG7 whole entry, looked up): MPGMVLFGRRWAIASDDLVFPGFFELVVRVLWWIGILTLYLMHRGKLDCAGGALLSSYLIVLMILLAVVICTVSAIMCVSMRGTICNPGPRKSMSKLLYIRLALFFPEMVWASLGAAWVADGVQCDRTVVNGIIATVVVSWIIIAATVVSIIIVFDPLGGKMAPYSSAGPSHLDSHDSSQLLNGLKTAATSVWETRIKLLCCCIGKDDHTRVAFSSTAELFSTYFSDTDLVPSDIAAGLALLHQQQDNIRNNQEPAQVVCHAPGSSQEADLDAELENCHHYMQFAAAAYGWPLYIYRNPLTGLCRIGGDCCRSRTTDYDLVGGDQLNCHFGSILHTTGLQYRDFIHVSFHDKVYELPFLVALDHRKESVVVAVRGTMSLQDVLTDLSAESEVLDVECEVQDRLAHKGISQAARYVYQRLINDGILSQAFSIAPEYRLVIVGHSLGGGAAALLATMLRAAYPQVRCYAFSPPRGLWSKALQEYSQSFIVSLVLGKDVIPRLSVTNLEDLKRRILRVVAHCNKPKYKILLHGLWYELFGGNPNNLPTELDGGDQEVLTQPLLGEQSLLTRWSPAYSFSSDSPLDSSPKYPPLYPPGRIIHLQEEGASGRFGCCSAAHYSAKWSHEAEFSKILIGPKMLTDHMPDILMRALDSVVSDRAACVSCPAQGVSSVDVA
HTR5A ag ctr: activates human HTR5A in OPRM1-OPRD1 agonist counter-screen. P47898. HTR5A agonist assay, luminescence, cell-based. activation, % at 9.3 µM. actives 0.61% (n = 340,000). AID 504692; in the data active = activation mostly above about 9.5%, no sharp cut-off; inactive = mostly below about 7.6%;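 note: 0% = cells with vehicle only and 100% = reference agonist; strong numbers were not always called active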
Tat export inh: E. coli Tat transport inhibition; E. coli MC4100 TorA-mCherry Tat export, fluorescence; inhibition, % at 10 µM; actives 0.036% (n = 340,000); AID 488895;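 active = mean replicate inhibition at least 50% and at least half of replicates individually reaching 50%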;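 note: exported cargo escapes ClpAP degradation while cytoplasmic cargo is degraded and loses fluorescence; 0% = median of neutral control wells and 100% = median of NaSCN control wells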
PKA-R2B act: PKA-R2B complex activation; PKA-R2B holoenzyme dissociation, Cy5-IP20 fluorescence polarization; R2B truncated from residue 108, S112A mutant; 0% DMSO only, 100% 113 µM cGMP; activation, % at 11.4 µM; actives 0.079% (n = 340,000); AID 504700;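 active = activation above a cutoff set at the mean over all compounds plus 3 SD, cut at about 18% in these data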;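 note: higher means more holoenzyme dissociation and a rise in polarization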
Target sequence (P31323 whole entry, looked up, other chains not shown, the tested form may be a part): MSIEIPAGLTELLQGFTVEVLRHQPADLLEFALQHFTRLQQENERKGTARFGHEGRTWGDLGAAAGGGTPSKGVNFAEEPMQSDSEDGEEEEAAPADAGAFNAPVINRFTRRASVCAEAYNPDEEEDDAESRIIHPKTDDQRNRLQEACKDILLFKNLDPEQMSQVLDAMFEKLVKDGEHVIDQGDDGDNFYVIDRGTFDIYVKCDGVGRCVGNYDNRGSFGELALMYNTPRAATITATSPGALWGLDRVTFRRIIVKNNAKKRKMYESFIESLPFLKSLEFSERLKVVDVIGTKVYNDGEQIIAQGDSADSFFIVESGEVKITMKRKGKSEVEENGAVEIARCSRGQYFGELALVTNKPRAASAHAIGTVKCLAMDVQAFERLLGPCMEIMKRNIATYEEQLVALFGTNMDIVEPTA
HTR5A inv ctr: counter-screen for OPRM1-OPRD1 inverse agonists: human HTR5A inverse agonism; inhibition, % at 9.3 µM; HTR5A cell line, luminescence; actives 0.083% (n = 340,000); in the data active = inhibition mostly above about 23%, no sharp cut-off; inactive = mostly below about 18%;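 note: 0% = cells with DMSO and 100% = no-cell wells with DMSO; some compounds called inactive have numbers as strong as hits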
Starred values were filed as active, the others as inactive.

Results for COc1ccc(OCCSc2nc3ccccc3n2CCC(=O)O)cc1 ?
AddAB inh: 0.5; phage Ecoli inh: 3.2; PKA-R1A activ: -2; SUMO Mot1 rescue: 10; CDK5 p35 inh: 0.9; E coli growth: 1.3; DAGLB inh: 1; HTR5A ag ctr: 5; Tat export inh: 15; PKA-R2B act: 4; HTR5A inv ctr: -18

Results for CC(C)(C)c1ccc(COc2ccsc2C(=O)O)cc1 ?
AddAB inh: 0.7; phage Ecoli inh: 3.1; PKA-R1A activ: -10; SUMO Mot1 rescue: -2; CDK5 p35 inh: 0.0; E coli growth: 2.0; DAGLB inh: 3; HTR5A ag ctr: 2; Tat export inh: -13; PKA-R2B act: 5; HTR5A inv ctr: 16

Results for Cc1cc2cc(CNC(=S)Nc3ccc(OC(F)(F)F)cc3)ccc2n1C ?
AddAB inh: 0.9; phage Ecoli inh: 4.3; PKA-R1A activ: 0; SUMO Mot1 rescue: 312; CDK5 p35 inh: -1.3; E coli growth: 2.4; DAGLB inh: 11; HTR5A ag ctr: 3; Tat export inh: 1; PKA-R2B act: -12; HTR5A inv ctr: -9

Results for O=C(COc1ccc(Cl)cc1)N(Cc1cccs1)C1CCS(=O)(=O)C1 (stereo not drawn) ?
AddAB inh: 0.3; phage Ecoli inh: 1.5; PKA-R1A activ: 8; SUMO Mot1 rescue: 27; CDK5 p35 inh: 1.1; E coli growth: -0.9; DAGLB inh: 1; HTR5A ag ctr: -1; Tat export inh: -8; PKA-R2B act: 10; HTR5A inv ctr: 4

What do the screens show for `COc1ccc(-c2c(C)oc3cc(O)cc(O)c3c2=O)cc1OC`?
AddAB inh: 1.5; phage Ecoli inh: 3.0; PKA-R1A activ: -6; SUMO Mot1 rescue: -24; CDK5 p35 inh: -3.4; E coli growth: -4.4; DAGLB inh: -1; HTR5A ag ctr: -3; Tat export inh: 1; PKA-R2B act: -3; HTR5A inv ctr: 9

Results for CCCN(CCC)C1Sc2ccc(C(=O)OC)cc2NC1=O (stereo not drawn) ?
AddAB inh: -1.3; phage Ecoli inh: 2.9; PKA-R1A activ: 6; SUMO Mot1 rescue: 0; CDK5 p35 inh: -0.1; E coli growth: -0.5; DAGLB inh: -1; HTR5A ag ctr: 1; Tat export inh: -3; PKA-R2B act: -7; HTR5A inv ctr: -2

What do the screens show for `COC(=O)CSc1nnc(-c2c[nH]c3ccccc23)o1`?
AddAB inh: -0.9; phage Ecoli inh: 1.5; PKA-R1A activ: -8; SUMO Mot1 rescue: -11; CDK5 p35 inh: -0.9; E coli growth: -0.9; DAGLB inh: 0; HTR5A ag ctr: 2; Tat export inh: 3; PKA-R2B act: 5; HTR5A inv ctr: -6

Results for Oc1ccccc1-c1cc(-c2cccc(F)c2)n[nH]1 ?
AddAB inh: 2.1; phage Ecoli inh: 5.0; PKA-R1A activ: -14; SUMO Mot1 rescue: 1; CDK5 p35 inh: 2.3; E coli growth: -1.5; DAGLB inh: -2; HTR5A ag ctr: 6; Tat export inh: 9; PKA-R2B act: -20; HTR5A inv ctr: -15

Results for COC(=O)c1sccc1NC(=O)Nc1cccc(C)c1 ?
AddAB inh: 1.2; phage Ecoli inh: 4.4; PKA-R1A activ: 0; SUMO Mot1 rescue: -11; CDK5 p35 inh: 3.5; E coli growth: 1.6; DAGLB inh: -2; HTR5A ag ctr: 4; Tat export inh: 1; PKA-R2B act: -9; HTR5A inv ctr: -11

How did Cc1nnc(SC(C)C(=O)NC2CCCCC2C)n1N (stereo not drawn) do in these assays?
AddAB inh: -0.1; phage Ecoli inh: 1.9; PKA-R1A activ: -2; SUMO Mot1 rescue: 36; CDK5 p35 inh: 1.6; E coli growth: -1.0; DAGLB inh: -1; HTR5A ag ctr: 1; Tat export inh: 1; PKA-R2B act: -3; HTR5A inv ctr: -15

How did O=C(Cc1ccccc1)Nc1cccc(-c2nnc(-c3ccco3)o2)c1 do in these assays?
AddAB inh: 2.5; phage Ecoli inh: 3.2; PKA-R1A activ: 4; SUMO Mot1 rescue: 10; CDK5 p35 inh: 0.0; E coli growth: -0.2; DAGLB inh: -2; HTR5A ag ctr: 4; Tat export inh: -4; PKA-R2B act: -4; HTR5A inv ctr: -11

What do the screens show for `Cc1ccc(Sc2ncccc2C(=O)NCc2cc([N+](=O)[O-])ccc2O)cc1C`?
phage Ecoli inh: 3.6; PKA-R1A activ: 11; SUMO Mot1 rescue: 1; CDK5 p35 inh: -0.5; DAGLB inh: 2; HTR5A ag ctr: 4; Tat export inh: 6; PKA-R2B act: 13; HTR5A inv ctr: 1

How did CC(=O)c1cccc(NC(=O)CN(C)S(=O)(=O)c2cccc3nsnc23)c1 do in these assays?
AddAB inh: 1.6; phage Ecoli inh: 5.2; PKA-R1A activ: -2; SUMO Mot1 rescue: 30; E coli growth: 0.2; DAGLB inh: -3; HTR5A ag ctr: 2; Tat export inh: -3; PKA-R2B act: 8; HTR5A inv ctr: -24

How did O=C(Cn1cnc2c(cnn2-c2ccc(F)cc2)c1=O)NCC1CCCO1 (stereo not drawn) do in these assays?
AddAB inh: -3.0; phage Ecoli inh: 0.5; PKA-R1A activ: 3; SUMO Mot1 rescue: 2; CDK5 p35 inh: -0.6; E coli growth: -1.2; DAGLB inh: 2; HTR5A ag ctr: 3; Tat export inh: -3; PKA-R2B act: 8; HTR5A inv ctr: -22

How did Cc1nc(NCCN)c(C#N)c2c1COC(C)(C)C2 do in these assays?
AddAB inh: 4.3; phage Ecoli inh: 3.1; PKA-R1A activ: 3; SUMO Mot1 rescue: 0; CDK5 p35 inh: 0.7; E coli growth: 0.2; DAGLB inh: 0; HTR5A ag ctr: 8; Tat export inh: -4; PKA-R2B act: -2; HTR5A inv ctr: -16

What do the screens show for `Cc1ccc(Nc2nc(N)nc(CN3CCCCCC3)n2)cc1`?
AddAB inh: -3.9; phage Ecoli inh: -1.1; PKA-R1A activ: -20; SUMO Mot1 rescue: -9; CDK5 p35 inh: -0.7; E coli growth: -2.3; DAGLB inh: 0; HTR5A ag ctr: -2; Tat export inh: -5; PKA-R2B act: -9; HTR5A inv ctr: 2

Results for Cc1cc(C(=O)Nc2ccccc2Cl)n(-c2ccccc2)n1 ?
AddAB inh: -1.1; phage Ecoli inh: 0.2; PKA-R1A activ: -7; SUMO Mot1 rescue: 1; CDK5 p35 inh: 0.4; E coli growth: -2.3; DAGLB inh: -3; HTR5A ag ctr: 0; Tat export inh: 1; PKA-R2B act: 3; HTR5A inv ctr: -2

How did O=C(Nc1cccc(S(=O)(=O)N2CCCCCC2)c1)C1CCN(C(=O)c2ccc(F)cc2)CC1 do in these assays?
AddAB inh: -0.5; phage Ecoli inh: -0.2; PKA-R1A activ: 2; SUMO Mot1 rescue: -1; CDK5 p35 inh: -0.5; E coli growth: -0.5; DAGLB inh: -1; HTR5A ag ctr: 7; Tat export inh: -1; PKA-R2B act: -3; HTR5A inv ctr: -19

How did CCCCN(C)C(=O)CNC(=O)c1nn(-c2ccc(OC)cc2OC)c(=O)c2ccccc12 do in these assays?
AddAB inh: -0.3; phage Ecoli inh: 0.2; PKA-R1A activ: -1; SUMO Mot1 rescue: -20; CDK5 p35 inh: 1.5; E coli growth: -0.6; DAGLB inh: -2; HTR5A ag ctr: -4; Tat export inh: 2; PKA-R2B act: 1; HTR5A inv ctr: 13

Results for COc1cc(CNCc2ccncc2)cc(Br)c1OCc1ccccc1F ?
AddAB inh: 0.2; phage Ecoli inh: 1.1; PKA-R1A activ: 0; SUMO Mot1 rescue: 62; CDK5 p35 inh: 0.1; E coli growth: -2.2; DAGLB inh: 0; HTR5A ag ctr: 1; Tat export inh: 6; PKA-R2B act: 3; HTR5A inv ctr: -4

Results for Cc1ccc2c(C)c(C(=O)NCCN3CCOC3=O)oc2c1C ?
AddAB inh: 5.6; phage Ecoli inh: -1.7; PKA-R1A activ: -4; SUMO Mot1 rescue: 141; CDK5 p35 inh: -0.1; E coli growth: 0.2; DAGLB inh: -1; HTR5A ag ctr: 8; Tat export inh: 6; PKA-R2B act: -5; HTR5A inv ctr: -7

Results for O=S(=O)(NCCc1ccc(F)cc1)c1cccc2cccnc12 ?
AddAB inh: -0.5; phage Ecoli inh: 3.6; SUMO Mot1 rescue: -5; CDK5 p35 inh: -1.2; E coli growth: -1.7; Tat export inh: 1

How did CC(C)n1c(CCC(=O)O)ccc1-c1ccccc1 do in these assays?
AddAB inh: 3.9; phage Ecoli inh: 2.9; PKA-R1A activ: 6; SUMO Mot1 rescue: 6; CDK5 p35 inh: 0.6; E coli growth: -2.7; DAGLB inh: -2; HTR5A ag ctr: 0; Tat export inh: -4; PKA-R2B act: 5; HTR5A inv ctr: 1

What do the screens show for `O=C1CCCN1CC(O)CS(=O)(=O)Cc1ccccc1` (stereo not drawn)?
AddAB inh: -2.4; phage Ecoli inh: -0.8; PKA-R1A activ: 10; SUMO Mot1 rescue: 96; CDK5 p35 inh: 0.8; E coli growth: -0.9; DAGLB inh: 0; HTR5A ag ctr: 1; Tat export inh: -8; PKA-R2B act: 11; HTR5A inv ctr: -4

What do the screens show for `CCCCOc1cccc(-c2nnc(N)s2)c1`?
AddAB inh: 0.8; phage Ecoli inh: 1.7; PKA-R1A activ: 4; CDK5 p35 inh: -0.6; E coli growth: -0.2; DAGLB inh: -5; HTR5A ag ctr: 8; Tat export inh: 3; PKA-R2B act: 5; HTR5A inv ctr: -23

How did CC(C)=CCC[C@](C)(O)C1CC[C@]2(C)C1[C@H](O)CC1[C@@]3(C)CC[C@H](O[C@@H]4O[C@H](CO)[C@@H](O)[C@H](O)[C@H]4O[C@@H]4O[C@H](CO)[C@@H](O)[C@H](O)[C@H]4O)C(C)(C)C3CC[C@]12C (stereo partly drawn) do in these assays?
AddAB inh: 0.9; phage Ecoli inh: 3.7; PKA-R1A activ: -1; CDK5 p35 inh: -1.1; E coli growth: -2.4; DAGLB inh: 3; HTR5A ag ctr: 7; Tat export inh: 16; PKA-R2B act: -17; HTR5A inv ctr: -19

How did O=C(CSc1nc(=O)n2ccccc2n1)Nc1ccc2c(c1)OCO2 do in these assays?
AddAB inh: 4.2; phage Ecoli inh: 4.8; PKA-R1A activ: -5; SUMO Mot1 rescue: -11; CDK5 p35 inh: -0.9; E coli growth: 2.9; DAGLB inh: 3; HTR5A ag ctr: 5; Tat export inh: 4; PKA-R2B act: 5; HTR5A inv ctr: -23

Results for Cn1c(CNc2nc3ccccc3n2C)nc2ccccc21 ?
AddAB inh: 4.1; phage Ecoli inh: 0.8; PKA-R1A activ: 0; SUMO Mot1 rescue: -8; CDK5 p35 inh: 0.3; E coli growth: -1.5; DAGLB inh: 0; HTR5A ag ctr: 1; Tat export inh: -1; PKA-R2B act: 2; HTR5A inv ctr: 9
